STAT1 activator = STAT1 signaling activation; NIH 3T3 STAT1-luciferase reporter, IFN-gamma, luminescence; 100% = IFN-gamma alone, no compound; AID 932; activation (% of control), % at 5.5 µM; actives 2.6% (n = 200,000);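 active means activation above the screen-wide mean activation plus 3 SD, cut at about 130% in these data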;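 further: raw ratio to IFN-gamma control signal so 100% means no change and 0% no light; values of inactives mirror those of a sister screen read the other way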
FLuc inhib CS = counter-screen for luciferase assay inhibitors: firefly luciferase inhibition | ATPLite firefly luciferase biochemical luminescence, 10 min | P08659 | inhibition, % at 10 µM | actives 1.5% (n = 200,000);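 active means inhibition above about 50% when tested at 10 µM, limit read from the data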
Target sequence (P08659 whole entry, looked up): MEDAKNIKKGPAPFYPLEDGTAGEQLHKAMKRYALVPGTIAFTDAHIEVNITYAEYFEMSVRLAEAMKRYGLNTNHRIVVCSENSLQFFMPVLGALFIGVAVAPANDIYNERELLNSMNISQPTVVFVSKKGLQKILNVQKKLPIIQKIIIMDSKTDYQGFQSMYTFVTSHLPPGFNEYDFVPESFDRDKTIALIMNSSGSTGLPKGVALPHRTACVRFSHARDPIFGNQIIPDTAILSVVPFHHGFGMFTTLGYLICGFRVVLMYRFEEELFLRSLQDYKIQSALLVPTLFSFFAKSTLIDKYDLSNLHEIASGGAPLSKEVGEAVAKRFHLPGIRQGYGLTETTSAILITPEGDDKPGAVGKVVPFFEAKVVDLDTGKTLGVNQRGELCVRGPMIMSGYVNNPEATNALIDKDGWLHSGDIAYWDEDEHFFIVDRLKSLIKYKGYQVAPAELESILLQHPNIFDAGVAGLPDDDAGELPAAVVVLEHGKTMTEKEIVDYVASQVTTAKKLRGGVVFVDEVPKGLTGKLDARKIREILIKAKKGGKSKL
NF-kB expr up = compounds increasing NF-kB expression in human neuronal cells; AID 1239; actives 1.6% (n = 190,000); NF-kB reporter expression; hits give high values; fold change at 12.5 µM; in the data active means fold change above about 3.3
APP 5UTR inh = APP translation inhibition | actives 0.82% (n = 190,000) | SH-SY5Y APP 5'UTR-luciferase reporter, luminescence | AID 1285 | inhibition, % at 2 µM;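 active means inhibition above a set limit, derived from the sample mean plus 3 SD, cut at about 45% in these data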; further: values of inactives mirror those of a sister screen read the other way
DTT redox prof = compounds producing H2O2 with reducing agent – biochemical, NIH compound library profiling, artefact control for MLSCN library redox annotation, primary screen; DTT-dependent redox cycling H2O2, phenol red/HRP absorbance; 100% = 100 µM peroxide control, 0% = buffer; activation, % at 10 µM; actives 0.03% (n = 200,000); AID 878;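 active means activation of at least 50% relative to the plate's high and low controls in the primary single-dose screen; inactive means activation below 50%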;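 further: compound incubated with DTT at 0.8 mM final as the reducing agent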
FLuc act counter = affects firefly luciferase, flagging false hits in luciferase stimulation screens; ATPlite luciferase biochemical, luminescence, 10 min; 0 = ATP-free wells, 1 = DMSO control; AID 1027; P08659; 200,000 tested, under 10 active; activation factor at 10 µM;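 active means luciferase activation factor, scaled between plate controls, of at least 2 with compound at 10 µM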
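Assay system: Luciferase/luciferin reagent mix; Medium: PBS as buffer for the ATP substrate; Dosing: test compounds dosed from 2 mM stocks in 100% DMSO; Times: 10 min, room temperature; Signal: luminescence from luciferase reaction; Read-out: luciferase activation; Controls: No-ATP low control, compound-free enzyme-plus-ATP high control.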
Hsp70 activator = Hsp70 transcriptional activation, primary screen. AID 1203. HeLa Hsp70 promoter luciferase reporter, luminescence; scaled: vehicle 0, proteasome-inhibitor control 100%. activation, % at 10 µM. actives 0.04% (n = 200,000);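 active means activation above the mean across all tested compounds plus 3 SD, cutoff set per campaign, cut at about 5.5% in these data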;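 further: 100% = MG132 at 30 µM as the positive control and 0% = DMSO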
APP 5'UTR act = APP 5'UTR luciferase reporter activation. SH-SY5Y APP 5'UTR luciferase reporter, luminescence; zero percent = DMSO vehicle wells. activation, % at 2 µM. actives 1% (n = 190,000). AID 1276;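 active means activation above a set limit, based on mean plus 3 SD of controls, cut at about 140% in these data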; further: values of inactives mirror those of a sister screen read the other way
G6PDH CS = counter-screen for G6PDH assay hits: L. mesenteroides G6PDH inhibition; Purified L. mesenteroides G6PDH, diaphorase/resazurin coupled fluorescence, 45 min; inhibition, % at 5 µM; actives 0.12% (n = 200,000); AID 1020; in the data active means inhibition above about 50%
Efa HMGR inh = blocks class II HMG-CoA reductase of Enterococcus faecalis | purified E. faecalis HMGR, NADPH absorbance 340 nm kinetic | inhibition, % at 10 µM | actives 0.41% (n = 190,000) | AID 1066;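 active means inhibition above a set limit, the median over all tested compounds plus 3 SD, cut at about 9.5% in these data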;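 further: enzyme runs in reverse so mevalonate oxidation gives rising NADPH absorbance; 0% = complete reaction with DMSO and 100% = background rate lacking mevalonate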
* hit, by the source's call; . = not tested or not shown.

SMILES	STAT1 activator	FLuc inhib CS	NF-kB expr up	APP 5UTR inh	DTT redox prof	FLuc act counter	Hsp70 activator	APP 5'UTR act	G6PDH CS	Efa HMGR inh
O=C(Nc1ccsc1C(=O)NC1CCCCC1)c1ccccc1	99	-7	1.1	-4	1.8	1.1	-0.1	4	-33	-3
COc1nc(Oc2ccc(=O)n(C)n2)nc(N(C)C)n1	101	-3	1.1	11	-0.5	1	0.0	-11	-8	1
Clc1cccc(CSc2ccc(-c3cccnc3)nn2)c1	97	2	1	-25	-0.5	1	-0.4	25	5	0
COc1ccc2[nH]c(=O)c(CN(Cc3nnnn3CCc3ccccc3)CC3CCCO3)cc2c1 (stereo unspecified)	99	-7	0.97	7	-0.6	1.1	-0.3	-7	2	0
N=c1n(CC(=O)c2ccc([N+](=O)[O-])cc2)c2ccccc2n1Cc1ccccc1Cl	99	-5	0.96	-5	1.1	1.1	0.1	5	-3	0
COc1ccc(OC)c2[nH]c(=O)c(CCNC(C)=O)cc12	92	-6	1.3	6	-2.1	1.1	-0.3	-6	-21	-8
Cc1c(NC(=O)C(C)OC(=O)c2ccc([N+](=O)[O-])s2)c(=O)n(-c2ccccc2)n1C (stereo unspecified)	95	-4	1.1	0	0.2	1	-0.2	0	5	-5
OCCN1CCN(CCOc2ccccc2-c2ccccc2)CC1	110	-6	1.3	-1	0.0	1.1	-0.3	1	12	0
CCCOC(=O)C(C)Sc1n[nH]c(=O)[nH]c1=O (stereo unspecified)	99	-7	0.89	13	-2.0	1.1	-0.1	-13	6	3
CCOC(=O)c1ccc(NS(=O)(=O)c2ccc(Cl)nc2)cc1	105	-4	0.98	-4	0.4	1	0.0	4	4	2
O=c1cc(-c2ccccc2Cl)oc2c(Br)ccc(O)c12	96	10	1.3	-34	0.5	0.9	-0.3	34	0	-4
CC1(C)Cc2c(sc3nc(SCC(=O)NCc4ccccc4)n(-c4ccccc4)c(=O)c23)CS1	90	-1	1.1	5	-2.9	1	-0.1	-5	-4	1
CCN(CC)S(=O)(=O)c1csc(C(=O)NCc2ccccc2)c1	91	-7	1.1	4	-0.2	1.1	-0.4	-4	-2	-1
O=C(O)Cn1nc(C(F)(F)F)c2c1CCC2	96	0	0.94	7	1.5	1	-0.1	-7	-2	-7
C=CCn1c(SCc2cccc3ccccc23)nnc1-c1cccnc1	100	-3	1.1	4	-4.3	1	-0.1	-4	0	1

Some entries already given, reduced to APP 5'UTR act, APP 5UTR inh and G6PDH CS:
structure,APP 5'UTR act,APP 5UTR inh,G6PDH CS
COc1ccc2[nH]c(=O)c(CN(Cc3nnnn3CCc3ccccc3)CC3CCCO3)cc2c1 (stereo unspecified),-7,7,2
N=c1n(CC(=O)c2ccc([N+](=O)[O-])cc2)c2ccccc2n1Cc1ccccc1Cl,5,-5,-3
COc1ccc(OC)c2[nH]c(=O)c(CCNC(C)=O)cc12,-6,6,-21
Cc1c(NC(=O)C(C)OC(=O)c2ccc([N+](=O)[O-])s2)c(=O)n(-c2ccccc2)n1C (stereo unspecified),0,0,5
OCCN1CCN(CCOc2ccccc2-c2ccccc2)CC1,1,-1,12
CCCOC(=O)C(C)Sc1n[nH]c(=O)[nH]c1=O (stereo unspecified),-13,13,6

More results
SMILES	STAT1 activator	FLuc inhib CS	NF-kB expr up	APP 5UTR inh	DTT redox prof	FLuc act counter	Hsp70 activator	APP 5'UTR act	G6PDH CS	Efa HMGR inh
O=C(CN1N=C(c2ccc(Cl)cc2)CCC1=O)NCc1cccnc1	100	-5	1.1	2	-0.5	1.1	-0.3	-2	-8	-2
CSc1nc(N)nc(SCC(=O)Nc2ccc(Cl)cc2)c1C#N	91	-2	0.96	-25	1.8	1	-0.1	25	7	0
Cc1cccc(NCc2ccccc2O)c1C	109	-2	1.4	10	-5.2	1	-0.1	-9	-4	-7
Cc1nc(-c2ccccc2)sc1-c1ccn[nH]1	122	70*	1.2	-164	0.3	0.3	0.3	164*	-3	-4
Cc1cccc(Cc2nnc(CCC(=O)N(C)Cc3ccncc3C)o2)c1	104	30	1.1	-5	0.5	0.7	-0.3	5	5	-5
O=C(COC(=O)CCC(=O)Nc1nccs1)NCc1ccco1	93	-7	0.97	-2	0.1	1.1	0.7	2	6	-10
Cc1cccc(CSc2ncccc2C(=O)O)c1	94	-2	1.4	1	-0.6	1	0.0	-1	10	-1
CCCCCC1CC(CC(C)C(=O)Nc2nncs2)C(=O)O1 (stereo unspecified)	94	-10	0.83	1	0.3	1.1	-0.2	-1	5	-3
O=C1C2C3C=CC(C3)C2C(=O)N1CCN1CCN(S(=O)(=O)c2ccc3ccccc3c2)CC1 (stereo unspecified)	101	-5	1	-5	1.2	1.1	-0.2	5	9	-4
CC1CCN(C(=O)Nc2cccc(NC(=O)N3CCC(C)CC3)c2)CC1	100	6	0.89	10	0.1	0.9	-0.4	-9	11	1
COc1ccc(CN=C2NN=C(c3ccc(Cl)cc3)CS2)cc1	144*	6	2.8	-8	0.1	0.9	0.0	8	-1	-1
C=CCn1c(SCC#N)nc2sc(CC)cc2c1=O	96	-4	1	-23	-0.1	1	-0.1	23	10	5
OC(CNCCCN1CCCCC1)COc1ccccc1 (stereo unspecified)	97	-5	1	-4	-0.1	1	0.5	4	6	2
O=C1CCCC2=C1C(c1ccsc1)CC(=O)N2c1ccccc1F (stereo unspecified)	110	-5	1.1	31	-0.1	1.1	-0.4	-31	0	1
Cn1c(SCC(=O)c2c(N)n(C)c(=O)n(C)c2=O)nnc1-c1ccccc1	108	-1	1.1	9	-0.1	1	0.2	-9	10	-7
S=c1[nH]nc(-c2ccccc2)n1Cc1ccccc1	102	0	1	4	-1.2	1	0.1	-4	6	-5
CC(=O)c1cccc(NC(=O)c2ccc(C(=O)Nc3cccc(C(C)=O)c3)nc2)c1	97	-1	0.81	4	-0.6	1	-0.2	-4	3	-3
CCOc1ccc(C(C)=O)cc1N1C(=O)C2C3C=CC(C3)C2C1=O (stereo unspecified)	104	-6	1	18	-0.2	1.1	-0.2	-17	2	0
CCC(=O)Oc1ccc(C(=O)Nc2c[nH]c(=O)[nH]c2=O)cc1	97	-2	1.2	3	0.1	1	-0.2	-3	3	-7
C=CCSc1nc2ccsc2c(=O)n1-c1ccccc1	95	-6	1.2	-23	-1.2	1.1	-0.1	23	3	2
CSc1nnc(-c2sc3cc(Cl)ccc3c2Cl)n1C	110	6	1.5	8	0.9	0.9	0.5	-8	-2	1
COc1ccc(C(=O)CN(C(=O)c2ccc(Cl)cc2)N2C(=O)C3CCCCC3C2=O)cc1 (stereo unspecified)	105	-6	1.1	11	-0.1	1.1	-0.3	-11	3	-1
CC(C)CC(c1nnnn1CC1CCCO1)N1CCN(c2cccc(Cl)c2)CC1 (stereo unspecified)	100	-1	1	20	-1.6	1	0.2	-20	-2	-7
COCc1nnc(NS(=O)(=O)c2ccc(NC(C)=O)cc2)s1	97	-5	1.3	-14	-4.2	1.1	0.1	14	5	0
CC(=O)N1CCN(c2ccccc2NC(=O)c2ccc(-c3cccc([N+](=O)[O-])c3)o2)CC1	88	-4	.	-1	-0.7	1	0.0	1	-3	-4
Cc1cccc(NC(=S)Nc2cccc(C(F)(F)F)c2)n1	106	-9	1.7	-21	-0.3	1.1	-0.6	21	18	-10
Cc1ccc(S(=O)(=O)NCC(c2cccnc2)N2CCOCC2)cc1 (stereo unspecified)	103	-7	1	-12	-0.3	1.1	0.0	11	2	-4
CC1=C(C(=O)OC2CCCCC2)C(c2ccco2)C2=C(CC(C)(C)CC2=O)N1 (stereo unspecified)	95	-3	0.9	-9	2.0	1	-0.5	9	5	-1
N#Cc1ccccc1Cn1c(=O)n(CCC(=O)NCc2ccco2)c(=O)c2ccccc21	97	-4	1.2	2	0.5	1	0.2	-2	8	-3
Cc1ccc(NC(=S)NCCO)c(C)c1	101	-1	0.89	-9	-0.7	1	-0.3	9	1	-1
CC(=O)N1CCN(CC(=O)Nc2cccc(S(=O)(=O)N3CCCCCC3)c2)CC1	93	-8	0.96	-21	-1.3	1.1	-0.3	21	2	-6
CC(C)Cc1nnc(NC(=O)CSc2ccccn2)s1	104	1	1.1	-2	0.2	1	0.1	2	9	-1
COc1ccc(S(=O)(=O)Nc2cc(C(=O)NC(C)C)ccc2N2CCOCC2)cc1	101	-1	1.1	6	0.1	1	-0.5	-6	18	0
COc1ccc(-c2oc(NC(=O)CSc3nncn3C)c(C#N)c2-c2ccc(OC)cc2)cc1	93	-5	1	.	0.0	1	0.3	.	4	-2
Cc1ccc(CNS(=O)(=O)c2ccccc2[N+](=O)[O-])cc1	100	-3	1.2	14	-0.8	1	-0.3	-14	9	-2
CCc1cc(=O)oc2cc(OS(C)(=O)=O)ccc12	98	.	.	-8	0.7	.	-0.1	8	.	.
CC(OC(=O)C1CSC2(c3ccc(F)cc3)CCC(=O)N12)C(=O)NC(N)=O (stereo unspecified)	99	-6	1.2	-5	-0.3	1.1	-0.1	5	8	-5
Cc1ccc(C(=O)NCCNC(=O)c2ccccc2)cc1	96	3	1.1	6	0.2	1	0.1	-6	4	0
c1ccc(Cn2nnc3cnccc32)cc1	93	2	0.88	-5	0.1	1	-0.2	5	-3	-3
Cc1c(Cl)cccc1NCC(=O)NN=C1CCCC1	103	3	1.4	5	-0.4	1	0.1	-5	15	-2
COc1cc(C2C(C#N)=C(N)Oc3cc(C)n(CCc4ccccc4)c(=O)c32)cc2c1OCO2 (stereo unspecified)	103	-4	0.95	-10	-1.1	1	-0.2	10	-7	-4
C=C(C)c1cccc(C(C)(C)NC(=O)Nn2cnnc2)c1	102	-1	1	-16	-0.2	1	-0.1	16	1	-3
COc1ccc(-c2nn(-c3ccccc3)cc2C(=O)NCCCn2ccnc2)cc1	103	-7	1.3	-5	2.0	1.1	-0.1	5	0	1
O=C1/C(=C/c2cccs2)CCc2ccccc21	99	76*	5.8*	-134	0.0	0.2	-0.2	134	6	0
CC(=O)Nc1ccc(NC(=O)C(OC(=O)c2ccccc2)C(OC(=O)c2ccccc2)C(=O)O)cc1 (stereo unspecified)	105	-2	1.1	-1	-0.7	1	-0.4	1	10	0

Sorted by value in Efa HMGR inh (smallest number first): three from the list above.
| mol | Efa HMGR inh |
| --- | --- |
| COc1cc(C2C(C#N)=C(N)Oc3cc(C)n(CCc4ccccc4)c(=O)c32)cc2c1OCO2 (stereo unspecified) | -4 |
| c1ccc(Cn2nnc3cnccc32)cc1 | -3 |
| CC(C)Cc1nnc(NC(=O)CSc2ccccn2)s1 | -1 |

Following part.
SMILES	STAT1 activator	FLuc inhib CS	NF-kB expr up	APP 5UTR inh	DTT redox prof	FLuc act counter	Hsp70 activator	APP 5'UTR act	G6PDH CS	Efa HMGR inh
Cc1nnc(SCC(=O)NC(=O)Nc2ccc3c(c2)OCCO3)s1	113	15	1.4	-13	0.3	0.8	-0.4	13	0	0
O=C(Oc1ccc2c(c1)OCO2)c1ccc(F)cc1Cl	128	43	2.9	-29	-0.7	0.6	-0.2	29	6	2
CCOCCCNC(=O)CCS(=O)(=O)Cc1ccc(C)cc1	99	-4	1	8	-0.1	1	-0.3	-8	4	-1
COC(=O)c1ccc(Cn2nc(C)c(Cl)c2C)o1	95	2	1.1	-10	2.7	1	-0.6	10	10	-1
O=C(c1cc(Sc2ccc(Cl)cc2)nc2ccccc12)N1CCN(c2ccccn2)CC1	99	3	0.86	4	-1.1	1	-0.2	-4	-3	-6
